# CCR6 antagonist: blocks CCL20-driven beta-arrestin recruitment at human CCR6; P51684; CHO-K1 CCR6 PathHunter beta-arrestin, luminescence, CCL20-stimulated; inhibition, % at 20 µM; 340,000 compounds, 0.49% hits;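 active means compounds whose inhibition of the agonist-driven luminescence signal at 20 µM reaches about 50%, limit read from the data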;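 further: cells stimulated with CCL20 at 14 nM final; plate controls were DMSO with CCL20 for no effect and DMSO without agonist for full effect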
# Target sequence (P51684 whole entry, looked up): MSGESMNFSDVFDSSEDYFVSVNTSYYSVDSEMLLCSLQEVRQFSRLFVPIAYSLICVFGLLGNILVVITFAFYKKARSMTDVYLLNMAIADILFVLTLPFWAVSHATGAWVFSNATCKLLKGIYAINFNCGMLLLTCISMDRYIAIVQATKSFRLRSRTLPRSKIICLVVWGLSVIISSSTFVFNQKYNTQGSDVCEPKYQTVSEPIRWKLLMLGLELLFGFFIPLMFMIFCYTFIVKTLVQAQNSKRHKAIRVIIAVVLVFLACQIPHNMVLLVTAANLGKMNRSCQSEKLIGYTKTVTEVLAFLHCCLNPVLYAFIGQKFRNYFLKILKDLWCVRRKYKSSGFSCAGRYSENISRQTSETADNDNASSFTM
# 697 NFkB inh: lowers PMA/ionomycin-induced NF-kB signal in 697 B cells | 697 B-cell NF-kB luciferase reporter, 16 h | inhibition, % at 4 µM | 330,000 compounds, 0.33% hits | AID 435022; in the data active means inhibition above about 35%
# CXCR6 inh: blocks human CXCR6 beta-arrestin recruitment; inhibition, % at 20 µM; 360,000 compounds, 0.36% hits; CHO-K1 PathHunter CXCR6 beta-arrestin, luminescence; in the data active means inhibition above about 34%, passing the limit was not always enough;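 further: antagonist mode with CXCL16 agonist at 10 nM final; 0% = 10 nM CXCL16 with DMSO and 100% = unstimulated wells without agonist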
# EBI2 antag: antagonists of human EBI2 receptor; 360,000 compounds, 0.81% hits; P32249; EBI2 beta-arrestin recruitment, luminescence, 7a,25-OHC stimulated; AID 651636; inhibition, % at 5 µM; in the data active means inhibition above about 38%;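 further: enzyme fragment complementation signal reports receptor beta-arrestin coupling in cells; 0% = agonist plus DMSO wells and 100% = wells without agonist; some results beyond the cut were filed as inactive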
# Target sequence (P32249 whole entry, looked up, the tested form may be a part): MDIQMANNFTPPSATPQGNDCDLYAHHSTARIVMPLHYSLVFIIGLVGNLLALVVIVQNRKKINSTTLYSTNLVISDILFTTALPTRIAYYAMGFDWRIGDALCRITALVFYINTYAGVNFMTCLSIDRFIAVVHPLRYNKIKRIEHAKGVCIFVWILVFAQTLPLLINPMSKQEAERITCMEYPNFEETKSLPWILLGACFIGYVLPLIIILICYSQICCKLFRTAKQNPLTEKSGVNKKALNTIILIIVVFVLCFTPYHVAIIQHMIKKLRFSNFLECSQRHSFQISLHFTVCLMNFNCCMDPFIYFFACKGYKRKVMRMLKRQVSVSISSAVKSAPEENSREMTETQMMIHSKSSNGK
# APJ antag: blocks the human apelin receptor APJ; P35414; CHO-K1 APJ beta-arrestin complementation, luminescence; inhibition, % at 20 µM; 330,000 compounds, 0.32% hits;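 active means inhibition above about 40% at 20 µM, limit read from the data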;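 further: cells challenged with 10 nM apelin-13 agonist together with compound; plate controls were apelin-13 plus DMSO wells for no effect and DMSO wells lacking apelin-13 for full effect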
# Target sequence (P35414 whole entry, looked up): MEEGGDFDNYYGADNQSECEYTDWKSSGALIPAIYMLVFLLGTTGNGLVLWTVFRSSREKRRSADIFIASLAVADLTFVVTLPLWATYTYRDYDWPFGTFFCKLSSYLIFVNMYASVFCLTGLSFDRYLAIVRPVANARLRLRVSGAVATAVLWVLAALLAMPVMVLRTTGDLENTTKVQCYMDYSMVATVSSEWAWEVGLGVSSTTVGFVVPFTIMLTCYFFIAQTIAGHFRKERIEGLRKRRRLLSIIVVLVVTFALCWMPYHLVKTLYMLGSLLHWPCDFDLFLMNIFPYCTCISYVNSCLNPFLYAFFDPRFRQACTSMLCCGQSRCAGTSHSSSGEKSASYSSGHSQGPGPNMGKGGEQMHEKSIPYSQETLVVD
# UBC13 inh: inhibitors of human UBC13 polyubiquitin chain formation. P61088. TR-FRET. AID 485273. 330,000 compounds, 0.47% hits. inhibition, % at 20 µM; in the data active means inhibition above about 45%, passing the limit was not always enough
# Gli-Sufu block: Gli-Sufu pathway antagonism; inhibition, % at 5 µM; AID 588413; Sufu-KO-LIGHT fibroblasts, Gli luciferase reporter luminescence; 340,000 compounds, 0.74% hits;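 active means inhibition above about 55%, limit read from the data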;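 further: 0% = DMSO-treated cells and 100% = wells with medium but no cells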
# Jurkat NFkB inh: lowers PMA/ionomycin-induced NF-kB signal in Jurkat cells; AID 435003; 330,000 compounds, 0.53% hits; inhibition, % at 4 µM; PMA/ionomycin-induced NF-kB luciferase reporter, luminescence; in the data active means inhibition above about 50%
# * hit, by the source's call; nt = no result given.
SMILES,CCR6 antagonist,697 NFkB inh,CXCR6 inh,EBI2 antag,APJ antag,UBC13 inh,Gli-Sufu block,Jurkat NFkB inh
CCC(CC)C(=O)NCCc1ccc(F)cc1,-4.6,18.5,-2.9,-10.2,3.4,3.6,-2.0,-2.8
CC1CN(c2cc(=O)n(-c3cccc(Br)c3)c(=O)[nH]2)CC(C)O1 (stereo not drawn),8.0,5.1,-4.7,-3.2,6.7,-1.0,0.2,2.9
CC(C)(C)C1CCC2(CC1)NC(=S)N(c1ccccc1)N2 (stereo not drawn),8.3,1.4,-13.8,-2.3,-5.0,-6.7,10.9,-7.4
CCC1(c2ccccc2)NC(=O)N(CC(=O)N(c2ccccc2)C2CCS(=O)(=O)C2)C1=O (stereo not drawn),13.1,21.6,-8.6,-10.9,3.0,0.0,3.7,5.0
CCCc1cc(=O)[nH]c(SCC(=O)Nc2ccc(OCc3ccccc3)cc2)n1,0.4,-4.9,-0.8,4.9,1.2,-17.1,-7.3,0.3
O=S(=O)(O)c1ccc2c(c1)C(C(Cl)(Cl)Cl)OC(C(Cl)(Cl)Cl)O2 (stereo not drawn),4.2,nt,2.2,1.0,nt,nt,7.5,nt
CC(C)[C@H](NC(=O)N1c2ccccc2NC(=O)[C@@H]1C(C)C)C(=O)N1CCC(C(=O)O)CC1,3.2,-2.6,1.9,-10.5,-45.2,0.5,-3.2,-5.2
C[C@H]1CN([C@@H](C)CO)C(=O)Cc2cc(NS(C)(=O)=O)ccc2O[C@@H]1CN(C)CC1CC1,-3.6,9.6,4.2,-3.1,10.8,3.5,-0.5,3.4
CCc1ccccc1N(CC(=O)NC(C)(C)C)C(=O)CCC(=O)Nc1ccccn1,-12.2,-2.1,7.0,6.6,-12.5,-1.3,2.7,-6.7
CCOc1ccc(C(C)NC(=S)NC2CCCCC2)cc1 (stereo not drawn),12.8,-8.8,-9.4,-2.4,1.6,9.6,9.1,9.2
NC(=O)c1ccsc1NC(=O)c1ccc(N2CCCC2=O)cc1,-14.2,-139.4,-16.3,-0.4,-10.1,7.4,-106.5,-160.9
COc1ccc(S(=O)(=O)N2CC=C(C(=O)Nc3ccc(NC(C)=O)cc3)CC2)cc1,-14.4,14.0,-5.6,5.4,39.6,-3.5,-8.3,21.8
Cc1ccc(O)c(CNc2nc3ccccc3n2C)c1,-1.0,-19.8,7.3,-4.4,-1.1,4.3,-23.8,-38.4
Cc1ccc(C(=O)c2coc3cc([N+](=O)[O-])c(O)c([N+](=O)[O-])c23)cc1,35.2,2.7,17.3,-1.2,9.1,-79.1,-8.9,3.5
Cc1ccccc1CN1C(=O)/C(=C\c2ccc(C(=O)NCCN3CCOCC3)cc2)Sc2ccccc21,6.3,-4.4,13.4,7.7,-9.2,26.6,-6.3,1.8
O=C(COc1nsnc1N1CCOCC1)Nc1ccc([N+](=O)[O-])cc1,5.2,7.5,0.7,22.2,0.2,3.1,22.0,2.1
O=C(O)C(=O)/C(=C\c1ccccc1)c1ccc2ccccc2n1,-5.7,-112.6,-4.4,1.8,10.8,3.8,-14.0,-110.8
Cc1cc(N2C(=O)C(O)=C(C(=O)c3ccco3)C2c2ccc(Cl)cc2)no1 (stereo not drawn),11.5,7.5,6.3,-9.5,22.6,-3.9,0.1,10.0
O=c1[nH]c(CSc2nc3ccccc3o2)nc2c1cnn2-c1ccccc1,-8.0,8.6,-4.0,-6.5,-12.9,-5.8,-8.3,-2.5
CCOc1cnc(-c2ccc(Cl)cc2)o1,12.4,-20.1,8.3,-4.7,4.4,-3.1,-28.2,-43.9
O=C(C[C@H]1C/C=C\C[C@@H](Cc2ccc(F)cc2)C(=O)O[C@@H](c2ccccc2)CNC1=O)N[C@@H](CO)Cc1ccccc1,-11.0,5.7,-7.3,-0.6,-2.1,-21.1,0.5,-0.3
COc1ccc(S(=O)(=O)N2CCOCC2)cc1NC(=O)c1ccc2c(c1)OCCO2,10.2,7.3,-1.9,3.9,-8.8,7.7,5.6,-15.6
COc1c(O)ccc(/C=C(\C#N)c2nc3ccccc3[nH]2)c1[N+](=O)[O-],45.4,-24.1,20.0,5.9,-2.0,-50.7,9.4,6.8
CCCN1CCN(C(=O)c2cc(COc3ccc(F)cc3F)on2)CC1,1.8,10.6,-2.3,-0.6,2.2,0.0,3.2,-14.5
Cn1c(N)nc2nc(CCc3ccccc3)c(=O)[nH]c2c1=O,11.5,6.9,-5.9,-3.7,7.2,9.7,-7.7,-7.9
COc1cc(CCC(=O)OCC(=O)Nc2nc(C)c(Cl)cc2Cl)cc(OC)c1OC,0.1,-3.5,-1.0,-0.4,13.5,-0.4,-2.0,1.4
CN(C)S(=O)(=O)N(CC(=O)NCCSCc1ccccc1)c1ccccc1,9.9,14.0,5.0,8.1,1.0,6.8,-6.4,-9.0
CN(CC(=O)Nc1ccc(F)c(F)c1F)C(=O)/C=C/c1ccc(Cl)cc1,0.8,3.7,8.6,39.7,-5.1,7.0,-6.3,6.0
CN(C(=O)c1ccccc1OC1CCN(S(C)(=O)=O)CC1)C1CCOC1 (stereo not drawn),-3.3,21.5,4.3,-15.7,1.0,-4.7,-6.7,-15.2
CC(OC(=O)CNC(=O)C12CC3CC(CC(C3)C1)C2)C(=O)Nc1ccc(S(N)(=O)=O)cc1 (stereo not drawn),-10.1,-0.9,7.0,-7.9,0.3,-5.3,-2.5,3.0
CCN(C[C@H]1N[C@@](Cc2ccccc2)(C(=O)OC)[C@H]2C(=O)N(Cc3ccccc3)C(=O)[C@@H]12)S(=O)(=O)c1ccc(C(F)(F)F)cc1,-1.9,22.7,-9.0,8.3,3.1,3.8,-1.9,-2.9
C[C@@H](C[C@@H](O)[C@H](O)C(C)(C)O)[C@@H]1CC[C@]2(C)C3=CC[C@H]4C(C)(C)C(=O)CC[C@]4(C)[C@H]3CC[C@@]12C,-26.5,6.5,-21.8,3.8,-31.0,9.0,31.4,26.0
CN1CCN(C(=O)CCCOc2cc(=O)n(C)c3ccccc23)CC1,-11.3,28.5,-0.7,-7.3,6.9,27.6,-5.5,-5.9
COc1ccc(CN2C(=O)N(c3ccc(OC)cc3)C(=O)C2CC(=O)Nc2ccccc2)cc1 (stereo not drawn),-12.2,-8.7,0.8,1.1,-8.6,8.7,0.5,-9.4
Cc1ccccc1-n1nc(C)c2cc(C(=O)N3CCN(S(=O)(=O)c4ccccc4)CC3)sc21,-5.3,nt,-4.0,4.6,nt,nt,12.7,nt
COc1ccccc1Nc1nc(Cl)nc(Nc2ccccc2OC)n1,7.7,5.1,-5.5,10.4,1.4,9.7,7.3,4.3
O=C1CCCC(=O)N1c1ccc(N2CCN(c3ccc([N+](=O)[O-])cc3)CC2)c([N+](=O)[O-])c1,nt,18.5,nt,nt,11.4,-14.5,nt,0.8
COc1cccc(CC(=O)Nc2ccc(N3CCOCC3)c(S(=O)(=O)Nc3ccccc3OC)c2)c1,10.3,nt,-2.6,25.8,nt,nt,26.8,nt
C=CCn1c(SCC(=O)Nc2cc(C)on2)nnc1-c1ccccc1OC,13.1,8.6,3.4,4.4,0.8,7.4,-5.4,5.2
CN(C)/C=C1\N=C(c2ccccc2)OC1=O,-1.5,-8.0,-5.9,2.1,11.0,-3.2,-19.5,-6.7

# 2 records picked at random from those above, as already listed:
SMILES,CCR6 antagonist,697 NFkB inh,CXCR6 inh,EBI2 antag,APJ antag,UBC13 inh,Gli-Sufu block,Jurkat NFkB inh
CC(OC(=O)CNC(=O)C12CC3CC(CC(C3)C1)C2)C(=O)Nc1ccc(S(N)(=O)=O)cc1 (stereo not drawn),-10.1,-0.9,7.0,-7.9,0.3,-5.3,-2.5,3.0
Cn1c(N)nc2nc(CCc3ccccc3)c(=O)[nH]c2c1=O,11.5,6.9,-5.9,-3.7,7.2,9.7,-7.7,-7.9

# Next structures follow.
SMILES,CCR6 antagonist,697 NFkB inh,CXCR6 inh,EBI2 antag,APJ antag,UBC13 inh,Gli-Sufu block,Jurkat NFkB inh
Cc1ccccc1CN1C(=O)c2ccccc2S(=O)c2ccc(C(=O)NCCCN3CCOCC3)cc21 (stereo not drawn),-6.0,-15.8,5.5,2.4,16.6,-5.0,-5.6,0.6
CC(C)N1CN=C(Nc2nc3ccccc3o2)NC1,0.0,-2.9,-0.1,-4.7,16.7,3.6,-16.2,-25.5
Cc1cc(COc2ccccc2OCc2cc(C)no2)on1,-18.1,12.0,-1.1,-1.6,12.8,8.6,-2.0,0.8
O=C(CN1C(=O)NC2(CCCC2)C1=O)OCCOc1ccccc1Cl,2.8,21.3,0.9,2.3,11.2,-0.6,-2.0,3.3
Cc1cc(OC(C)C(=O)NCC(O)c2ccccc2)c2c(C)cc(=O)oc2c1 (stereo not drawn),15.5,3.2,-0.6,-2.9,-4.5,4.8,-6.2,1.9
CCCSc1nc2cc(C)c(C)cc2n1CC(C)O (stereo not drawn),-4.0,-11.1,-8.0,6.3,7.8,-0.2,2.2,-10.3
CC(C)(C)n1nc2c(c1NC(=O)C1CC(=O)N(c3ccc(Cl)cc3)C1)CS(=O)(=O)C2 (stereo not drawn),-8.9,7.7,-4.6,-1.7,5.0,-7.8,-3.7,6.7
Cc1ccc(S(=O)(=O)N2CCCC(C(=O)NCCc3ccc(S(N)(=O)=O)cc3)C2)cc1 (stereo not drawn),5.6,4.9,-5.7,-5.7,-10.7,0.0,-13.2,-5.9
COc1ccc(C(=O)N(C)c2c(C)n(C)n(-c3ccccc3)c2=O)cc1OC,0.3,-1.6,1.7,-4.8,10.8,-3.9,-1.4,14.4
O=C(Nc1cc(C(F)(F)F)ccc1N1CCOCC1)c1ccccc1,12.4,-4.4,-2.9,1.2,7.6,4.1,14.7,-8.1
CSCCC1COC(c2cccs2)=N1 (stereo not drawn),-1.6,17.6,1.5,-4.5,-1.4,-10.5,0.3,15.6
COc1ccc(OC)c2c(C)cc(NCCN3CCOCC3)nc12,-3.1,4.9,-1.7,-4.9,-11.9,3.5,0.4,7.3
COc1cccc(C2CC(c3cccs3)Nc3ncnn32)c1 (stereo not drawn),7.0,4.5,15.9,0.7,-9.8,9.1,-3.3,4.0
CCCCOc1ccc(C(=O)NCC(=O)NC2CCCCC2)cc1,-0.8,3.9,0.7,-3.4,14.2,9.9,-6.9,0.5

# Compounds above that have four or more nitrogen atoms (13):
SMILES,CCR6 antagonist,697 NFkB inh,CXCR6 inh,EBI2 antag,APJ antag,UBC13 inh,Gli-Sufu block,Jurkat NFkB inh
CC(C)[C@H](NC(=O)N1c2ccccc2NC(=O)[C@@H]1C(C)C)C(=O)N1CCC(C(=O)O)CC1,3.2,-2.6,1.9,-10.5,-45.2,0.5,-3.2,-5.2
CCc1ccccc1N(CC(=O)NC(C)(C)C)C(=O)CCC(=O)Nc1ccccn1,-12.2,-2.1,7.0,6.6,-12.5,-1.3,2.7,-6.7
O=C(COc1nsnc1N1CCOCC1)Nc1ccc([N+](=O)[O-])cc1,5.2,7.5,0.7,22.2,0.2,3.1,22.0,2.1
O=c1[nH]c(CSc2nc3ccccc3o2)nc2c1cnn2-c1ccccc1,-8.0,8.6,-4.0,-6.5,-12.9,-5.8,-8.3,-2.5
COc1c(O)ccc(/C=C(\C#N)c2nc3ccccc3[nH]2)c1[N+](=O)[O-],45.4,-24.1,20.0,5.9,-2.0,-50.7,9.4,6.8
Cn1c(N)nc2nc(CCc3ccccc3)c(=O)[nH]c2c1=O,11.5,6.9,-5.9,-3.7,7.2,9.7,-7.7,-7.9
Cc1ccccc1-n1nc(C)c2cc(C(=O)N3CCN(S(=O)(=O)c4ccccc4)CC3)sc21,-5.3,nt,-4.0,4.6,nt,nt,12.7,nt
COc1ccccc1Nc1nc(Cl)nc(Nc2ccccc2OC)n1,7.7,5.1,-5.5,10.4,1.4,9.7,7.3,4.3
O=C1CCCC(=O)N1c1ccc(N2CCN(c3ccc([N+](=O)[O-])cc3)CC2)c([N+](=O)[O-])c1,nt,18.5,nt,nt,11.4,-14.5,nt,0.8
C=CCn1c(SCC(=O)Nc2cc(C)on2)nnc1-c1ccccc1OC,13.1,8.6,3.4,4.4,0.8,7.4,-5.4,5.2
CC(C)N1CN=C(Nc2nc3ccccc3o2)NC1,0.0,-2.9,-0.1,-4.7,16.7,3.6,-16.2,-25.5
CC(C)(C)n1nc2c(c1NC(=O)C1CC(=O)N(c3ccc(Cl)cc3)C1)CS(=O)(=O)C2 (stereo not drawn),-8.9,7.7,-4.6,-1.7,5.0,-7.8,-3.7,6.7
COc1cccc(C2CC(c3cccs3)Nc3ncnn32)c1 (stereo not drawn),7.0,4.5,15.9,0.7,-9.8,9.1,-3.3,4.0
